# E-selectin induc: E-selectin induction on HUVECs; P16581; HUVEC E-selectin immunofluorescence imaging; normalized: neutral wells 0, TNF-alpha wells 100; activation, % at 7.58 µM; hit rate 0.37% among 260,000;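 active = mean E-selectin-positive cell signal at least 10% of the positive control, reached in at least 60% of replicates, without over 20% cell loss; inconclusive = no rule given, readout overlaps actives, possibly toxicity-flagged; inactive = the rest, including those meeting only one limit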;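 also: in these data hits start at about 27%; measured in HUVEC primary endothelial cells; signal is the percent of cells scored E-selectin positive by PE staining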
# Target sequence (P16581 whole entry, looked up): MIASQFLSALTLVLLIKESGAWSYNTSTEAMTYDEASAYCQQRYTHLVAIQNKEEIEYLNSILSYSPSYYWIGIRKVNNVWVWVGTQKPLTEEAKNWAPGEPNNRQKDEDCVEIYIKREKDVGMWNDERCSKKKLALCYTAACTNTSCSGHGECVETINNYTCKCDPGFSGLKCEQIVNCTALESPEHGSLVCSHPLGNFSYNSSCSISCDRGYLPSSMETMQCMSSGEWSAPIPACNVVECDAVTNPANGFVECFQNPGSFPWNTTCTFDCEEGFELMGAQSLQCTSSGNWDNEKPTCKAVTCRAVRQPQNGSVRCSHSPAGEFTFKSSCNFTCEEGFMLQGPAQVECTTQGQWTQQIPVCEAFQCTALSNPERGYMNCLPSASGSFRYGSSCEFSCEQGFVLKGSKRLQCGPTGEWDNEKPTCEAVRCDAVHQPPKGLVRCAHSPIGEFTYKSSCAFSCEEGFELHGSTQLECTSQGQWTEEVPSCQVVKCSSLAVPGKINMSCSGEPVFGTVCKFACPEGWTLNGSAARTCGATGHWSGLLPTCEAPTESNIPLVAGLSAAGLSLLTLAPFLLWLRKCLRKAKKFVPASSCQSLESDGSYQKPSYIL
#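 Test system: HUVEC; input: 3,000 HUVEC/well; measured by: immunofluorescence imaging; read-out: % PE-positive cells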
# RAD52 inh: inhibitors of human RAD52 DNA annealing. hit rate 0.46% among 360,000. inhibition, % at 18.7 µM. recombinant RAD52 DNA annealing, FRET fluorescence;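 active = every replicate showing at least 50% inhibition; inconclusive = mean inhibition at least 50% but not in every replicate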
# INS-1E GSIS act: GLuc luminescence reporter in INS-1E cells, primary screen for activators of glucose-dependent secretion of insulin. AID 743287. activation, % at 16.6 µM. hit rate 0.61% among 370,000. INS-1E GLuc reporter insulin secretion, 2-3 h;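 active = lowest replicate activation of at least 40%, so every replicate reaches that level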;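 also: 0% = median of neutral control wells and 100% = median of IBMX positive control wells; some compounds called inactive have numbers as strong as hits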
# DENV2 CPE: inhibitors of DENV2 cytopathic effect. DENV2-infected cells, cytopathic effect rescue, plate reader. CPE inhibition, % at 9.99 µM. hit rate 1.7% among 350,000. AID 651640; in the data active = CPE inhibition above about 20%, passing the limit was not always enough; inconclusive = no clear call, values can overlap the other calls; tested in BHK-21 cells;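 also: 0% = median of neutral control wells and 100% = median of positive control wells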
# RAD54 inh: blocks human RAD54 Holliday junction branch migration; FAM/BHQ fluorescence; inhibition, % at 10.4 µM; hit rate 0.14% among 360,000; AID 602329;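 active = mean normalized replicate activity at least 40 and at least half of replicates scoring 40 or more; inconclusive = only one of the two criteria met; inactive = mean below 40 and under half of replicates reaching 40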;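 also: 0% = median of neutral control wells and 100% = median of positive control wells; inhibitors cause a drop in the FAM fluorescence signal; in these data hits start at about 50%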
# CASP6 VEID inh: caspase-6 (human) enzyme inhibition; inhibition, % at 12.5 µM; purified caspase-6, Z-VEID-R110 cleavage fluorescence; hit rate 0.53% among 350,000; P55212;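 active = mean inhibition across replicates at least about 35%, with every replicate also reaching that limit, limit read from the data; inconclusive = only one of the two criteria met; inactive = neither criterion met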;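 also: 0% = median of neutral control wells and 100% = no fluorescence left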
# Target sequence (P55212 24-179 limits assumed): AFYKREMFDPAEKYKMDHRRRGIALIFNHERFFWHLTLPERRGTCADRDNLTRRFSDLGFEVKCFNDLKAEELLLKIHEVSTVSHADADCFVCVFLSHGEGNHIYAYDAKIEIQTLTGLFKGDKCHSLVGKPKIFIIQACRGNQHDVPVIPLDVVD
# Target sequence (P55212 194-293 limits assumed): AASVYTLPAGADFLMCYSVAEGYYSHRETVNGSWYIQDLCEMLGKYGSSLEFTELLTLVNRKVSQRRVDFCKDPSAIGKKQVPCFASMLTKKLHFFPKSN
# CFTR F508del cor: correctors of CFTR F508del function in bronchial epithelial cells. CFBE cells, YFP halide quenching; stimulated with forskolin plus potentiator P3; % fluorescence drop versus neutral controls. activity (quench increase), % at 7.58 µM. hit rate 0.36% among 350,000;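 active = mean added fluorescence quench of at least 8% versus neutral control, with both replicates also reaching 8%; inconclusive = only one of the mean or replicate conditions met; inactive = mean below 8% and not both replicates reaching 8%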;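 also: cells transiently co-express mutant CFTR-F508del with the halide-sensitive YFP; corrector assay measuring rescue of mutant channel to the surface after 24 h compound exposure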
# XiGFP reactiv: activators of X-chromosome reactivation in mouse fibroblasts | XiGFP mouse fibroblasts, % GFP-positive cells imaging, 3 d; cells co-treated with 5-aza-dC sensitizer; scaled so ellipticine positive control = 100% | activation, % at 7.58 µM | hit rate 0.055% among 360,000;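 active = mean normalized replicate activation at least 10% and every replicate at or above 10%; inconclusive = only one of the two criteria met; inactive = mean below 10% and not all replicates reach 10%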;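 also: 0% = median of on-plate neutral control wells and 100% = ellipticine 6 µM median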
#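 material = 68-5-11 XiGFP fibroblast line | medium = DMEM plus 5-aza-dC sensitizer | schedule = 3 days compound exposure | benchmarks = positive control ellipticine, 6 µM final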
# Numbers without * were called inactive; ? = inconclusive; . = not tested or not shown; & = joins results of further samples.
SMILES,E-selectin induc,RAD52 inh,INS-1E GSIS act,DENV2 CPE,RAD54 inh,CASP6 VEID inh,CFTR F508del cor,XiGFP reactiv
CCNC(=O)C[C@H]1CC[C@@H]2[C@H](COC[C@@H](O)CN2C(=O)Nc2ccc(Cl)c(Cl)c2)O1,0.1,6,-14,-11,5,1,0.1,0.3
CCn1cc(CN2CCC(n3nccc3NC(=O)CCCc3ccccc3)CC2)cn1,0.2,-4,28,?,4,-10,-6.9,0.1
CO[C@H]1CN(C)C(=O)c2cc(NS(C)(=O)=O)ccc2OC[C@H](C)N(CC2CCOCC2)C[C@@H]1C,-0.3,10,2,-1,-7,-2,-1.9,-0.1
O=C(N/N=C/c1ccccc1)c1cc[n+]([O-])cc1,-0.1,-11,18,-7,.,-1,0.2,0.3
C[C@@H]1CN([C@H](C)CO)C(=O)c2cc(NC(=O)CCC(F)(F)F)ccc2O[C@@H](C)CCCCO[C@@H]1CN(C)S(=O)(=O)c1ccc(F)cc1,.,3,9,7,-3,-1,2.0,0.2
O=C(CCCC(=O)c1ccc(O)cc1)c1ccc(O)cc1,0.0,4,-2,-19,-2,0,-1.3,0.0
Cn1c(CCN2CCCCC2)nc2cc([N+](=O)[O-])ccc21,.,-14,-3,-7,13,-8,-2.7,.
CCCCNCC(O)(c1ccc(Cl)cc1)c1ccc(Cl)cc1,.,12,-51,5,.,-4,-1.7,0.1
CS(=O)(=O)Nc1ccc2c(c1)[C@H]1C[C@H](CC(=O)NCc3ccc(Cl)cc3)O[C@H](CO)[C@H]1O2,-0.1,8,1,9,5,1,-1.2,0.2
CCC1CCCCN1C(=O)CSc1nc(N)cc(=O)[nH]1 (stereo not drawn),0.1,-15,1,-3,-7,-2,-0.5,0.2
CCN(CC)S(=O)(=O)c1ccc(C2=NOC3(C2)N(C)c2ccccc2C3(C)C)cc1 (stereo not drawn),.,-11,-1,-3,1,-1,3.7,0.1
COc1cc(C(=O)OCC(=O)NC2CCS(=O)(=O)C2)c([N+](=O)[O-])cc1OC (stereo not drawn),.,-3,6,-1,.,2,0.8,-0.1
O=C(C[C@@H]1CC[C@H]2[C@@H](COC[C@@H](O)CN2C(=O)Nc2ccc(C(F)(F)F)cc2)O1)NCCc1ccncc1,0.2,3,-23,-8,1,0,-1.4,-0.1
N#Cc1ccc(CN2CCN(C(=O)CNS(=O)(=O)c3ccc4c(c3)OCCCO4)CC2)cc1,-2.0,-12,-2,-1,-4,1,4.9,-0.1
CC/C(=N\NC(=O)C1CCCC1)c1ccc(Br)cc1,-0.6,-5,6,11,-8,0,-1.1,0.0
C[C@H](CO)N1C[C@H](C)[C@@H](CN(C)C(=O)c2ccccc2)Oc2cc(C3=CCCC3)ccc2S1(=O)=O,-0.6,-1,-4,5,3,-1,-3.6,-0.9
C/C(=N\OCC(=O)OC(C)C(=O)Nc1ccc(C(N)=O)cc1)c1ccc2c(c1)OCO2 (stereo not drawn),-0.1,-5,-4,-5,-9,2,1.4,0.0
NC(=O)c1ccccc1OCc1nnc(-c2ccccc2Br)o1,.,-31,5,5,-6,-2,-1.9,.
COc1ccc(-c2ccc3c(c2)[C@@H]2[C@@H](CCN2C(=O)C2CCCC2)[C@H](CO)N3C)cc1,-0.1,24,-21,17,.,2,-6.4,0.0
CO[C@@H]1CN(C)C(=O)c2cc(NC(=O)Cc3ccccc3)ccc2OC[C@@H](C)N(C)C[C@H]1C,-0.1,0,2,3,9,.,.,-0.1

# Some of these compounds in order of length of the SMILES, rising.
SMILES,E-selectin induc,RAD52 inh,INS-1E GSIS act,DENV2 CPE,RAD54 inh,CASP6 VEID inh,CFTR F508del cor,XiGFP reactiv
CCCCNCC(O)(c1ccc(Cl)cc1)c1ccc(Cl)cc1,.,12,-51,5,.,-4,-1.7,0.1
CCn1cc(CN2CCC(n3nccc3NC(=O)CCCc3ccccc3)CC2)cn1,0.2,-4,28,?,4,-10,-6.9,0.1
COc1ccc(-c2ccc3c(c2)[C@@H]2[C@@H](CCN2C(=O)C2CCCC2)[C@H](CO)N3C)cc1,-0.1,24,-21,17,.,2,-6.4,0.0

# Next entries:
SMILES,E-selectin induc,RAD52 inh,INS-1E GSIS act,DENV2 CPE,RAD54 inh,CASP6 VEID inh,CFTR F508del cor,XiGFP reactiv
Nc1ncnc(Sc2ccccc2)c1[N+](=O)[O-],0.9,-10,.,5,.,3,.,0.2
C[C@H](CO)N1C[C@H](C)[C@H](CN(C)S(C)(=O)=O)Oc2c(NS(=O)(=O)c3ccccc3)cccc2C1=O,-0.2,-2,-2,-5,7,1,-0.8,0.2
COc1ccc(S(=O)(=O)N(C)C[C@@H]2Oc3ccc(NC(=O)NC4CCCCC4)cc3C(=O)N([C@@H](C)CO)C[C@H]2C)cc1,0.0,-8,1,-16,24,0,-4.2,0.0
CCN(CC(=O)Nc1ccc(OC)cc1)C(=O)CCS(=O)(=O)c1ccc(C)cc1,-4.7,16,-4,0,-18,-111,-2.6,0.2
Cc1ccc(-c2noc(-c3ccno3)n2)cc1,-4.0,1,8,1,.,4,1.3,0.0
O=C(O)c1cccc(NC(=O)c2cccc(S(=O)(=O)N3CCc4ccccc4C3)c2)c1,-1.7,-22,16,13,1,0,0.7,0.0
CCC1Nc2ncnc(N3CCOCC3)c2N(Cc2ccc(Br)cc2)C1=O (stereo not drawn),-0.1&0.0,-30&-6,-12&-1,3&2,1&-8,0&1,2.1&-2.6,-0.3&0.0
O=C(Nc1ccc(C(F)(F)F)cc1)N[C@H]1CC[C@@H](CCNC(=O)c2ccccc2F)O[C@@H]1CO,-0.2,-11,4,3,1,4,-2.0,0.2
O=C(Nc1ccccc1F)N[C@H]1CC[C@@H](CC(=O)N2CCCCC2)O[C@@H]1CO,-0.5,-3,-12,?,-5,-5,2.4,0.9
CN1CCN(CC(=O)Nc2nc3ccccc3s2)CC1,.,-4,7,7,7,3,0.6,0.0
CN(C(=O)c1cccc(NC(=O)Cc2ccc(NC(=O)C3CCCN(C(=O)c4ccccc4)C3)cc2)c1)C1CCCC1 (stereo not drawn),1.3,-25,-10,-2,-3,1,-1.8,0.0
CO[C@H]1CN(C)C(=O)c2cc(NC(=O)NC3CCCCC3)ccc2OC[C@H](C)N(CC2CC2)C[C@@H]1C,-0.1,5,13,-10,4,-1,0.9,-0.1
COCC(=O)N1CC2(C1)[C@H](c1ccc(C3=CCCC3)cc1)[C@@H](CO)N2C(=O)COC,0.1,-31,36,2,.,1,-2.5,0.0
Cc1c(NC(=O)c2cccs2)cccc1NC(=O)c1cccs1,-0.1,-9,13,-4,-9,2,-1.6,0.1
Cn1cncc1C#Cc1ccc2cc(C(C)(C)O)oc(=O)c2c1,0.1,-65,26,16,-10,-3,1.2,-0.1
CC(=O)[C@@]12O[C@]3(COC[C@H](c4ccccc4)N3C1=O)[C@@H]1C(=O)N(c3ccccc3)C(=O)[C@@H]12,.,10,.,0,-9,6,-0.9,.
Cc1noc(C)c1NC(=O)N(C)C[C@H]1Oc2ccc(NC(=O)NC(C)C)cc2C(=O)N([C@@H](C)CO)C[C@H]1C,-0.2,-19,9,0,5,-3,0.6,-0.7
COc1ccccc1CNC(=O)c1cnc2sccn2c1=O,0.0,-63,-3,7,-13,1,-1.0,-0.1
COCCN(C(=O)COC(=O)CCc1c[nH]c2ccccc12)c1c(N)n(Cc2ccccc2)c(=O)[nH]c1=O,-0.1,-12,1,7,.,0,-1.3,0.1
COc1cccc(N2CCN(c3nc(C)cc(=O)[nH]3)CC2)c1,-0.1,-15,5,-1,1,0,-1.9,0.2
N#Cc1nc(-c2ccccc2)oc1N1CCC(C(N)=O)CC1,-0.1,-6,9,-3,4,2,-1.3,-0.1
CCOC(=O)c1ccc(NC(=O)CN2C(=O)NC3(CCCCCCC3)C2=O)cc1,3.4,-7,-17,-3,-8,2,-2.8,-0.1
Cc1n[nH]c(=S)n1-c1cccc(Cl)c1,.,-13,2,7,.,-1,.,-0.2
COc1cccc(-c2ccc([C@H]3[C@@H](CO)N(C(=O)c4ccccn4)[C@H]3C#N)cc2)c1,-0.1,-57,8,3,9,-3,15*,-0.2
CCOP(=O)(OCC)C(NC(=O)Nc1c(C)cc(C)cc1C)c1ccccc1 (stereo not drawn),.,-1,-9,-2,3,1,.,0.0
O=C(Cn1nc(-c2ccccc2)c2ccccc2c1=O)NCCO,.,-3,10,7,5,1,0.1,0.1
CNC[C@@H]1Oc2ccc(NC(=O)CCN3CCOCC3)cc2C(=O)N([C@H](C)CO)C[C@H]1C,-0.2,.,17,.,.,.,1.3,-1.3
O=C(C[C@@H]1C[C@H]2c3cc(NC(=O)C4CCOCC4)ccc3O[C@H]2[C@H](CO)O1)NCc1ccncc1,0.2,1,9,2,-4,0,0.7,0.2
COc1ccc(C(=O)c2c[nH]cc2-c2ccccc2)cc1,.,-9,-3,4,6,-2,.,0.0
CCN1C(=O)N(CC)c2cccc3cccc1c23,.,-10,15,-2,0,0,-1.6,0.4
C[C@@H]1CN([C@@H](C)CO)C(=O)c2c(c3ccccc3n2C)-c2ccccc2CO[C@@H]1CN(C)S(=O)(=O)CC(F)(F)F,-2.8,9,-8,12,7,0,-1.7,-0.1
O=C(NNc1nc(-c2ccccc2)c2cc(Br)ccc2n1)c1ccc(S(=O)(=O)N2CCOCC2)cc1,0.5,-6,5,6,4,0,-2.1,0.3
C[C@H](CO)N1C[C@H](C)[C@H](CN(C)S(C)(=O)=O)Oc2ccc(NC(=O)Nc3cccc4ccccc34)cc2C1=O,.,-12,12,4,-31,1,-3.5,-0.6
C[C@]12CCC3C4(C=CC5(C=C4C(=O)c4ccc(F)c(F)c4)C[C@@H](O)CC[C@]35C)C1CC[C@@]2(O)CN1CCC(C(N)=O)CC1 (stereo partly drawn),.,-54,.,10,7,-3,-0.3,.
CCOc1ccc2nc(SCC(=O)Nc3cc(C)on3)c(C)cc2c1,.,7,-3,0,5,6,2.7,.
Cc1ncc(CO)c(/C=N/NC(=O)c2cc(Br)ccc2O)c1O,.,-39,1,0,.,5,1.5,0.1
C[C@@H]1CN([C@H](C)CO)C(=O)c2cc(NC(=O)NC3CCCCC3)ccc2O[C@H]1CN(C)S(=O)(=O)c1ccc(Cl)cc1,141*,15,-14,2,6,-1,0.4,-0.1
Cc1cccc(OCCCC(=O)NNC(=O)c2ccc(F)cc2)c1,-0.8,-7,4,-2,11,-2,4.7,0.0
C[C@H]1CCCCO[C@H](CN(C)C)[C@@H](C)CN([C@@H](C)CO)C(=O)c2cc(NC(=O)CCC(F)(F)F)ccc2O1,-0.1,-9,-2,-2,-2,-1,-1.7,-0.1
O=C(C[C@H]1CC[C@H]2[C@@H](COC[C@@H](O)CN2C(=O)C2CCCC2)O1)NCc1ccncc1,0.0,6,-6,9,-1,1,-1.2,0.1
Cc1ccc(/C=C/C(=O)c2ccccc(=O)c2O)cc1C,.,-23,-22,3,.,22,.,-0.1
CCCNC(=O)[C@H]1[C@H](CO)[C@H]2Cn3c(ccc(-c4ccc(OC)cc4)c3=O)[C@@H]1N2CC,0.2,3,5,18,.,-2,-2.0,0.7
CCC(=O)N1[C@H](CO)[C@@H]2c3ccccc3N(C(=O)c3cnccn3)C[C@@H]21,0.5,-21,20,0,-6,7,-2.5,0.0
COc1ccc(S(=O)(=O)Nc2ccc3c(c2)C(=O)N([C@H](C)CO)C[C@H](C)[C@@H](CN(C)Cc2ccc(Cl)c(Cl)c2)O3)cc1,-0.7,-12,11,-2,-1,-1,4.0,-0.1

# Bioassay records: PubChem BioAssay, Broad Institute

# This is a random part of the collection (roughly 3.7% active in at least one column).
